TCR act = Activators of T cell receptors: qHTS campaign | primary human leukocytes, anti-CD3, IL-2 HTRF, 48 h | Potency, µM (doses to about 9.22 µM), without a hit: top-dose activation of IL-2 secretion, usual class: activators | 330,000 tested, under 10 active | AID 504894, 2011; also: % of control where 0% means no effect
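48 hr co-incubation of compounds, a-CD3 beads and primary human leukocytes; IL-2 quantified homogeneously by HTRF with anti-IL-2 K and d2 conjugates.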
ELG1 DNA repair = qHTS screen for small molecules that inhibit ELG1-dependent DNA repair in human embryonic kidney (HEK293T) cells expressing luciferase-tagged ELG1; HEK293T ELG1-luciferase reporter, luminescence, 16 h; DNA damage induced by 5-fluorouridine; Potency, µM (doses to about 46.1 µM), inactives show top-dose activity change, negative = inhibition, actives largely listed as inhibitors; hit rate 2.3% among 330,000; also: potency is read from the fitted curve at half-maximal effect; % is scaled to controls: 0 for no effect and ±100 for the full control effect; nearly all actives have a fitted effect of over 55% in size
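5-Fluorouridine DNA damage + compound/DMSO, 2,000 cells/well, 16 h, 37 °C/5% CO2. ONE-Glo, 30 min RT, luminescence. Readout = decrease in reporter signal.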
MLL CXXC-DNA inh = qHTS Fluorescence Polarization Assay for Inhibitors of MLL CXXC domain - DNA interaction; MLL-CXXC / FITC-HOXA9 DNA fluorescence polarization; hit rate 0.037% among 290,000; Histone-lysine N-methyltransferase 2A (Homo sapiens), Q03164; Potency, µM (titrated, usually from 115 µM), for inactives: top-dose activity change, negative = inhibition, usual class: inhibitors; active = well fitted inhibition curve with a large enough effect in the polarisation, with a control signal flat, not every such curve was filed as active; inconclusive = small, poorly fitted or top-dose-only effect, or effect the other way, or a change in a side signal; inactive = no such curve, though single readings can be large or run the other way; the % refers to the polarisation; also: potency is read from the fitted curve at half-maximal effect
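Fluorescence polarization: 7 uM MLL-CXXC (stock) preincubated 5 min with compounds, then 50 nM fluorescein-HOX-A9 DNA (stock) added; 30 min ambient. Buffer 50 mM Tris-HCl pH 7.5, 50 mM NaCl, 1 mM DTT, 0.05% BSA.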
PTAP TSG101 blk = qHTS Assay for Iinhibitors of HIV-1 Budding by Blocking the Interaction of PTAP/TSG101 | Fluorescence polarization, FITC-PTAP peptide / Tsg101 binding | Potency, µM (highest dose often 115 µM), for inactives: at the highest dose activity change, negative = inhibition, hits mostly inhibitors | 340,000 tested, under 10 active; active = well fitted inhibition curve with a large enough effect in the main read-out, with a control signal flat, not every such curve was filed as active; inconclusive = small, poorly fitted or top-dose-only effect, or effect the other way, or a change in a side signal; inactive = no such curve, though single readings can be large or run the other way; also: potency is read from the fitted curve at half-maximal effect; % of control where 0% means no effect
Target sequence (Q99816 whole entry, looked up): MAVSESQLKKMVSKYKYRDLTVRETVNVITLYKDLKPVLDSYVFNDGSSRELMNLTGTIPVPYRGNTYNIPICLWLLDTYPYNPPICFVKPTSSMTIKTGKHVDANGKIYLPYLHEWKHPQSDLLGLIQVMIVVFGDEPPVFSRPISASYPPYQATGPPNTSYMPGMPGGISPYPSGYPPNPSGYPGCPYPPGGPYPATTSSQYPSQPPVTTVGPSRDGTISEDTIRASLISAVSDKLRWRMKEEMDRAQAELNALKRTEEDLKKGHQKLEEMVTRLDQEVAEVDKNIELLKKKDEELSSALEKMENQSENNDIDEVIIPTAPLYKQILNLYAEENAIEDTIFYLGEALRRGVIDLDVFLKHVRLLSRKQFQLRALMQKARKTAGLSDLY
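Tsg101 binding domain (10 uM final) was mixed with compound and a FITC-labeled PTAP peptide (50 nM final) in HEPES pH 7.5 buffer with NaCl, Tween 20, EDTA and TCEP; fluorescence polarization was read after 20 min at r.t.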
B2AR arrestin = qHTS assay of beta-arrestin-biased ligands of beta2-adrenergic receptor; beta-arrestin recruitment to beta2AR, cell-based reporter; Potency, µM (top dose mostly 46.1 µM), without a hit: at the highest dose activation, hits mostly activators; hit rate 0.02% among 330,000;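 also: potency is read from the fitted curve at half-maximal effect; 0% = DMSO controls and full agonism = EC100 isoproterenol or metaproterenol; nearly all actives have a fitted effect of over 65% in size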
Target sequence (P07550 whole entry, looked up): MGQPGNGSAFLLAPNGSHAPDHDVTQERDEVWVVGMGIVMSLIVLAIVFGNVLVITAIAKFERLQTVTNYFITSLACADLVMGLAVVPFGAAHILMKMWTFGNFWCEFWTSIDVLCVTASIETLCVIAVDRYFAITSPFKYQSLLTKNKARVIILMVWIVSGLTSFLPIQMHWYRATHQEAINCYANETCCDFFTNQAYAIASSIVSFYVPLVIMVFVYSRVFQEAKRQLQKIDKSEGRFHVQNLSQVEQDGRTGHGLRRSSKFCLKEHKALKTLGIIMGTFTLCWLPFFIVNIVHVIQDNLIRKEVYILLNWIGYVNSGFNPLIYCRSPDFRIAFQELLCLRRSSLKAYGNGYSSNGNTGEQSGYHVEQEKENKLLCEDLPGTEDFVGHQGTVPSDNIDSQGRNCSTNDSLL
Integrin act MD = qHTS for Activators of Integrin-Mediated Alleviation for Muscular Dystrophy; alpha7betagal myoblasts, beta-gal FDG fluorescence, 48 h; Potency, µM (top dose mostly 38.3 µM), for the others: top-dose activation, usual class: activators; hit rate 0.064% among 350,000;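 also: potency is read from the fitted curve at half-maximal effect; 100% = response of the positive control SU9516; nearly all actives have a fitted effect of over 60% in size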
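alpha7betagal+/- myoblasts (passage 13, 250/well) treated 48 h at 37C with compounds at 1:260 dilution of DMSO stock. Lysed, then beta-galactosidase activity read as FDG fluorescence (ex 480/em 540) after 30 min, with pre-read for autofluorescence.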
TRPV1 ag = HTS Assay for Compounds that Act as Agonists of the Vanilloid Receptor 1 | TRPV1-expressing cells, Fluo-8 calcium influx, agonist mode | activation, % at 8.33 µM | AID 540275, 2011 | hit rate 0.19% among 320,000 | Transient receptor potential cation channel subfamily V member 1 (Homo sapiens), Q8NER1; in the data active = activation above about 80%; inconclusive = between about 30% and that limit; also: 0% is about no effect
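Cells expressing TRPV1 were dye-loaded with Fluo-8 and read kinetically: 10 s baseline, 3 min after compound (agonist portion), then 2 min after EC20 capsaicin (allosteric enhancer portion). Calcium-bound dye fluorescence at 480/520 nm.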
p53 reactivation = qHTS assay for re-activators of p53 using a Luc reporter; H1299 p53-A138V BP100-luciferase reporter, luminescence, 24 h; Potency, µM (series often up to 92.2 µM), for inactives: at the top dose activity change, positive = activation, usual class: activators; hit rate 0.063% among 320,000; also: potency is read from the fitted curve at half-maximal effect; % of control where 0% means no effect; nearly all actives have a fitted effect of over 45% in size
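p53-null H1299 cells stably carrying temperature-sensitive p53-A138V and a BP100-luciferase reporter were pinned with compounds (4-point, 1:5 series) and held 24 hrs at 37 deg C. Luminescence was read 10 min after detection reagent.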
BRCA1 expr act = qHTS Assay to Identify Small Molecule Activators of BRCA1 Expression; MCF7-BRCA1-FFLuc reporter, luminescence, 48 h; response scale: scaled: vehicle 0%, 10 µM genistein 100%; Potency, µM (highest dose often 46.1 µM), inactives show at the top dose activation, hits mostly activators; hit rate 1.1% among 380,000; also: potency is read from the fitted curve at half-maximal effect; nearly all actives have a fitted effect of over 80% in size; some results filed as inactive show a strong effect at the top dose
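Activators of BRCA1 expression were detected as increased firefly luciferase luminescence in engineered MCF7 cells after 48 h compound incubation. Signals were scaled to genistein 10 microM as full activation.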
AT treatment = qHTS Assay for Identifying a Potential Treatment of Ataxia-Telangiectasia. Potency, µM (doses to about 57.5 µM), for the others: at the highest dose activation, hits mostly activators. AID 485349, 2010. […] A-T fibroblasts, KAP-1 phosphorylation AlphaLISA; neocarzinostatin DNA damage 30 min before lysis. hit rate 0.19% among 320,000; also: potency is read from the fitted curve at half-maximal effect; % of control where 0% means no effect; nearly all actives have a fitted effect of over 45% in size
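hTERT-immortalized A-T patient fibroblasts ([…]), 500 cells/well in OPTI-MEM, 1% FBS, got compounds for 60 min, then NCS for 30 min at 37C. Lysates were then assayed for phospho-KAP-1 by AlphaLISA (anti-pKAP1 donor, anti-KAP1 acceptor beads), 6 hr at 25C.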
An asterisk follows results filed as active; u = inconclusive; x = not tested or not shown; & = joins results of further samples; [ ] = another dose, or the depositor's remark. Unless noted, calls follow the shape of the dose curve; as a rule, active = well fitted curve in the direction sought with a large enough effect; inconclusive = small, poorly fitted or top-dose-only effect, or another doubt; inactive = no such curve, though single readings can be large; an effect the other way counts as inactive or inconclusive.

1) Cc1ccc(CSC2=Nc3sccc3C3=NC(=O)CN23)cc1
2) CN(C)c1cccc(C(=O)OCC(=O)NCC2CCCO2)c1 (stereo unspecified)
3) COc1cccc(C(=O)N(Cc2nc(-c3cccc(C)c3)no2)C(C)C)c1OC
4) CCC(CC)C(=O)NCCCCc1ccccc1
5) O=C(O)Cc1ccc(O)cc1
6) COc1cccc(COc2ccc3c(C)cc(=O)oc3c2)c1
7) S=c1[nH]nc(Cc2ccc(Cl)cc2)n1-c1ccc2c(c1)OCCO2
8) OCCC1CN(Cc2ccon2)CCN1Cc1ccccc1 (stereo unspecified)

assay / compound	1	2	3	4	5	6	7	8
p53 reactivation	-2%	u	-2%	-4%	x	u	-3%	-3%
B2AR arrestin	-0.3%	0.1%	0.8%	-1.3%	x	0.5%	-0.9%	-0.1%
PTAP TSG101 blk	-3%	1%	-4%	-1%	-3%	-4%	-1%	-1%
TRPV1 ag	1	-2	11	3	x	0	-2	0
MLL CXXC-DNA inh	-3%	-3%	5%	19%	x	1%	3%	3%
Integrin act MD	-22%	-23%	-12%	14%	8%	-21%	-35%	-1%
TCR act	-4%	-7%	2%	1%[46.1 µM]	1%	-15%	5%	3%
AT treatment	-9%	11%	10%	5%	x	6%	4%	-2%
ELG1 DNA repair	2%	u	u	7%	x	u	3%	-9%
BRCA1 expr act	1%[1.84 µM]	6%	-6%	1%	9%	2.8µM*	-9%	37%

9) COc1ccc(-n2nc3c(c2NC(=O)C2CC2)CS(=O)(=O)C3)cc1
10) CC(NC(=O)[C@H](C)NC(=O)c1ccco1)c1ccc(S(N)(=O)=O)cc1 (stereo partly specified)
11) N#Cc1nc(-c2ccc(F)cc2)oc1N1CCC(C(N)=O)CC1
12) Cc1ccc2nc(-c3ccc(NC(=O)CSCC(=O)O)cc3)sc2c1
13) CC12CN3CC(C)(CN(C1)C3c1ccc(Br)cc1)C2=O (stereo unspecified)
14) CC1=C(/C=C/C(C)=C/C=C/C(C)=C/C(=O)Nc2ccc(O)cc2)C(C)(C)CCC1
15) CCOc1ccc(S(=O)(=O)NC2CCCCCC2)cc1
16) O=C(c1ccc2c(c1)N(Cc1ccccc1F)C(=O)c1ccccc1S2(=O)=O)N1CCCC1

assay / compound	9	10	11	12	13	14	15	16
p53 reactivation	27%	6%	-3%	u	12%	-30%[inhibitor]	0%	-8%
B2AR arrestin	0.2%	-0.1%	0.3%	0.5%	-0.1%	0.0%	-0.4%	-0.9%
PTAP TSG101 blk	1%	2%	-1%	-10%	-7%	2%&-3%	0%	-3%
TRPV1 ag	2	-2	23	0	1	u	15	2
MLL CXXC-DNA inh	-18%	-9%	4%	-14%	11%	0%	6%	-9%
Integrin act MD	u	2%	9%	27%	11%	-56%[inhibitor]	-15%	-25%
TCR act	3%	-1%	-2%	4%	5%	-3%&-2%	0%	-2%
AT treatment	11%	0%	-7%	4%	1%	-1%	4%	7%
ELG1 DNA repair	8%	17%	3%	u	-13%	u	0%	1%
BRCA1 expr act	-1%	-9%	-8%	u	-15%	-84%&-77%[inhibitor]	-20%	-15%&8%

17) COc1ccc(-n2nc(C(=O)NCC(=O)NC3CCCCC3)c3ccccc3c2=O)cc1
18) O=C(C1Cc2ccccc2CN1S(=O)(=O)c1ccccc1[N+](=O)[O-])N1CCOCC1 (stereo unspecified)
19) O=C(/C=C/c1ccc([N+](=O)[O-])cc1)OCC(=O)N1CCCC1
20) O=C(Nc1nc2c(c(=O)[nH]1)CCCC2)C1CC1
21) O=C1NCCCC1C(=O)N/N=C/c1ccccc1O (stereo unspecified)
22) COc1ccc(C(=O)NC(=S)NNC(=O)CCc2ccccc2)cc1
23) CC1(C)Oc2ccc(C(=O)N3CCOCC3)cc2N(CC(=O)N2CCOCC2)C1=O
24) COc1cc(O)c2c(c1)OC(C)(C)CC2=O

assay / compound	17	18	19	20	21	22	23	24
p53 reactivation	-1%	6%	7%	2%	1%	1%	-3%	13%
B2AR arrestin	-0.9%	-0.4%	-0.2%	0.0%	-0.2%	-0.3%	0.6%	-0.4%
PTAP TSG101 blk	0%	-2%	-3%	-6%	-7%	-8%	1%	1%
TRPV1 ag	0	x	x	3	-2	x	0	-2
MLL CXXC-DNA inh	33%[activator]	x	x	-21%	15%	-4%	1%	-1%
Integrin act MD	-3%	-47%[inhibitor]	-27%	-9%	u	-24%	-13%	13%
TCR act	3%	-4%[46.1 µM]	-4%[46.1 µM]	-3%	-4%[46.1 µM]	x	2%	2%
AT treatment	2%	-11%	-12%	3%	0%	9%	-3%	3%
ELG1 DNA repair	u	0%	7%	12%	15%	-7%	6%	-1%
BRCA1 expr act	-9%	-4%	21%	-17%	9%	-46%	-6%	-5%

25) Cc1ccccc1-c1nc(CN2CCC(C(=O)NCc3cccs3)CC2)c(C)o1
26) CCn1nnc(-c2ccccc2NS(=O)(=O)c2ccc(S(=O)(=O)N3CCCCCC3)cc2)n1
27) COC(=O)c1ccc2nc(C)cc(Nc3ccc(N(C)C)cc3)c2c1
28) COc1ccc(NC(=O)NNS(=O)(=O)c2cc(C)ccc2C)cc1OC
29) CCOC(=O)CSc1cc(C)nc(NC(C)=O)n1
30) CN(C)CCN(C(=O)c1ccc2ccccc2c1)c1nc2c(F)cccc2s1
31) Cc1cccc(C)c1NC(=O)C1CC2CCC1C2 (stereo unspecified)
32) O=C(Nc1ccc(N2CCOCC2)c(S(=O)(=O)Nc2ccccc2Cl)c1)c1ccc(=O)[nH]n1

assay / compound	25	26	27	28	29	30	31	32
p53 reactivation	2%	x	-6%	-12%	-3%	-9%	x	x
B2AR arrestin	-0.4%	-0.5%	-0.1%	0.6%	0.0%	-0.2%	x	x
PTAP TSG101 blk	1%	-1%	-4%	-3%	-4%	0%	-2%	-10%
TRPV1 ag	0	17	-5	-4	-3	-1	x	x
MLL CXXC-DNA inh	12%	-7%	7%	8%	15%	1%	x	x
Integrin act MD	-30%	15%	8%	10%	-7%	u	1%	5%
TCR act	1%	x	-4%	-1%	3%	9%	1%	4%
AT treatment	-2%	8%	3%	8%	3%	2%	x	x
ELG1 DNA repair	-12%	u	-11%	-4%	1%	0%	x	x
BRCA1 expr act	-10%	-31%	-19%	0%	12%	16%	4%	-22%

33) N=C1S/C(=C\c2ccc(-c3cccc(Cl)c3)o2)C(=O)N1c1nccs1
34) CCN(CC(=O)NCc1ccc(F)cc1)C(=O)CN1CCN(c2ccccc2OC)CC1
35) OCc1n[nH]c(CO)n1
36) O=C(c1cccs1)N(Cc1ccco1)c1nc(-c2ccc(F)cc2)cs1
37) Cc1ccc(C(C)NC(=O)c2ccc3c(c2)OCO3)cc1C (stereo unspecified)
38) COc1ccc(-n2c(=O)c3ccccc3n(CC(=O)NC3CCCC3)c2=O)cc1
39) COc1cccc(C2C(C(=O)c3cccs3)=C(O)C(=O)N2CCCn2ccnc2)c1OC (stereo unspecified)

assay / compound	33	34	35	36	37	38	39
p53 reactivation	u	-1%	0%	-10%	-20%	-4%	-7%
B2AR arrestin	-0.6%	0.5%	-0.1%	9.8%	-0.3%	0.0%	-1.5%
PTAP TSG101 blk	0%	-7%	-4%	-4%	-2%	1%	x
TRPV1 ag	0	-3	-5	2	u	2	-1
MLL CXXC-DNA inh	u	5%	10%	7%	-1%	6%	-7%
Integrin act MD	-28%	u	17%	u	17%	18%	x
TCR act	-2%[46.1 µM]	0%	-3%	2%[46.1 µM]	2%	-8%	x
AT treatment	-9%	8%	0%	3%	12%	2%	28%
ELG1 DNA repair	u	2%	-1%	u	-4%	7%	1%
BRCA1 expr act	-81%	-1%	16%	-33%	-3%	-3%	x

Entries of single compounds as entered above. Order of values: p53 reactivation, B2AR arrestin, PTAP TSG101 blk, TRPV1 ag, MLL CXXC-DNA inh, Integrin act MD, TCR act, AT treatment, ELG1 DNA repair, BRCA1 expr act
Entry for OCc1n[nH]c(CO)n1 : 0%, -0.1%, -4%, -5, 10%, 17%, -3%, 0%, -1%, 16%
Entry for CCN(CC(=O)NCc1ccc(F)cc1)C(=O)CN1CCN(c2ccccc2OC)CC1 : -1%, 0.5%, -7%, -3, 5%, u, 0%, 8%, 2%, -1%
Entry for N=C1S/C(=C\c2ccc(-c3cccc(Cl)c3)o2)C(=O)N1c1nccs1 : u, -0.6%, 0%, 0, u, -28%, -2%[46.1 µM], -9%, u, -81%
Entry for COc1cccc(C2C(C(=O)c3cccs3)=C(O)C(=O)N2CCCn2ccnc2)c1OC (stereo unspecified) : -7%, -1.5%, x, -1, -7%, x, x, 28%, 1%, x

No enrichment for hits; any-hit rate near 3.8%.
